ALOX12 inhib = blocks human 12-lipoxygenase activity. P18054. purified 12-hLO, xylenol orange hydroperoxide absorbance. Potency, µM (doses to about 57.1 µM), for inactives: top-dose activity change, negative = inhibition, usual class: inhibitors. actives 0.12% (n = 150,000). AID 1452; note: potency is the fitted concentration of half-maximal effect; nearly all actives have a fitted effect of over 55% in size; many of its hits are not listed in these tables
Target sequence (P18054 whole entry, looked up): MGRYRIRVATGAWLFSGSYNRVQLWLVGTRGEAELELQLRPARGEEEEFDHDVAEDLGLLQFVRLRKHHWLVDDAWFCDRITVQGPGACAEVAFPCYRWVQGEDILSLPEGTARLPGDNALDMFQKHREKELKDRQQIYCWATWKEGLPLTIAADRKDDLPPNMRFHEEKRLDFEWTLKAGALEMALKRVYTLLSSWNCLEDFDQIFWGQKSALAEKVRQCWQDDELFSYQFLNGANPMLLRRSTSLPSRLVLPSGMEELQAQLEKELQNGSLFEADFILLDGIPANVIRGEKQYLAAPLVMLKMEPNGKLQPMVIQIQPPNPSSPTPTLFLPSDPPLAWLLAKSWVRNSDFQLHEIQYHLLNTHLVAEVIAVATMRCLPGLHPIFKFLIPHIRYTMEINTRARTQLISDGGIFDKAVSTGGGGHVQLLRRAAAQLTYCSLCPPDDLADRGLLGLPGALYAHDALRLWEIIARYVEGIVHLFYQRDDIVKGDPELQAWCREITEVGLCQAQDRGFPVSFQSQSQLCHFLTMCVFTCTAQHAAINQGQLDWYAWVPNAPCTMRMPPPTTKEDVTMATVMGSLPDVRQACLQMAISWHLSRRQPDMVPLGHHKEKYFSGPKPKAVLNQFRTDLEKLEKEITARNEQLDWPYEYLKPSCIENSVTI
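Lipoxygenase turnover measured by absorbance at 573 and 405 nm after Fe-XO development. Human 12hLO 150 nM, arachidonate 40 uM, pH 7.0 Hepes buffer with detergent; 15 min compound preincubation, 30 min reaction.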
IMPase cell inh = IMPase inhibition in cells. P97697. CHO-M1 cells, IP1 accumulation, HTRF TR-FRET ratio. inhibition (IP1 accumulation), % at 46.1 µM. 120,000 tested, under 10 active; active = well fitted curve in the direction sought with a large enough effect in the signal ratio, not every such curve was filed as active; inconclusive = small, poorly fitted or top-dose-only effect, or a change in a side signal; inactive = no such curve, though single readings can be large or run the other way; the % refers to the signal ratio;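 note: cells stimulated with carbachol in lithium chloride buffer; plate controls were DMSO basal wells for no effect and reference inhibitor wells for full effect; higher means more IMPase inhibition seen as more IP1 and lower FRET ratio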
Target sequence (P97697 whole entry, looked up): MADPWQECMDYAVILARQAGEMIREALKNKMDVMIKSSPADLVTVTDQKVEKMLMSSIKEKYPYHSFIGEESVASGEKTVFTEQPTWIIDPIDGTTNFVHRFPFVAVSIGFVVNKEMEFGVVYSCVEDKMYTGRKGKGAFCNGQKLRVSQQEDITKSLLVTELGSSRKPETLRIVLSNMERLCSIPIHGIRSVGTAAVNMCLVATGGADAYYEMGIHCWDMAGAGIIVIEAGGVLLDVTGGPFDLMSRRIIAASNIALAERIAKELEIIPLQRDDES
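Elevated IP1 in lysates lowers TR-FRET signal (665/620 ratio and 620 channel reported). Cells were CHO-M1, given carbachol (50 uM as added) plus 50mM LiCl, pH 7.4, 30 min, 37C; compounds titrated up to 46 uM; AC50 by Hill equation.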
15-hLO-2 inh = blocks human 15-lipoxygenase 2 activity; O15296; purified 15hLO-2, xylenol orange hydroperoxide absorbance; Potency, µM (series often up to 57.1 µM), for inactives: top-dose activity change, negative = inhibition, most hits filed as inhibitors; actives 0.56% (n = 110,000); AID 881; note: potency is the fitted concentration of half-maximal effect; nearly all actives have a fitted effect of over 60% in size; many of its hits are not listed in these tables
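Purified human 15hLO-2 (50 nM final) preincubated with compounds 15 min at room temperature in 25 mM Hepes pH 7.5, 0.01% Triton X-100, then 45 uM arachidonic acid added for 90 min; hydroperoxide detected via ferrous/xylenol orange, 573/405 nm absorbance ratio.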
PNC inhibitor = inhibitors of perinucleolar compartment assembly; activity change (PNC), negative = inhibition, % at 10 µM; actives 3.1% (n = 140,000); PC3M PTB-GFP, PNC prevalence imaging, 16 h; hits give low values;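 active = readout at or below -70, meaning at least 70% loss of cells showing the perinucleolar compartment, a nuclear body marking cancer cells; inconclusive = readout between -30 and a set limit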;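 note: plate controls were DMSO wells for no effect and camptothecin positive control wells for full effect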
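Compounds are pinned in duplicate onto adhered PC3M cells stably expressing GFP-tagged PTB and incubated 16 h at 37 C. Cells are then fixed, nuclei stained with Hoechst, and PNC-positive cells counted.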
Starred values were filed as active, the others as inactive; u = inconclusive; x = no result given; [ ] = another dose, or the depositor's remark. Unless noted, calls come from the whole dose curve; as a rule, active = well fitted curve in the direction sought with a large enough effect; inconclusive = small, poorly fitted or top-dose-only effect, or another doubt; inactive = no such curve, though single readings can be large; an effect the other way counts as inactive or inconclusive. Unless noted, % is set by controls: 0 for no effect and ±100 for the full control effect. The list is partial; rates above refer to the full screens.

ALOX12 inhib	IMPase cell inh	15-hLO-2 inh	PNC inhibitor	structure
-14%	12	u	24	Cc1nn(-c2ccccc2)c2c1C1(C(=O)N3c4c(cccc41)C(C)CC3(C)C)C(C#N)=C(N)O2 (stereo not drawn)
-5%	1	6%	3	CCCS(=O)(=O)c1c(S(=O)(=O)CCC)c2cc(CC)ccn2c1C(=O)OC
-2%	-8	-8%	30	CC(C)COc1cccc(C(=O)Nc2ccc(S(=O)(=O)N3CCOCC3)cc2)c1
6%	-1	x	u	CCOC1OC2C(CO)OC(n3cnc4c(N)ncnc43)C2O1 (stereo not drawn)
4%	1	-2%	15	CC1CC(C(F)(F)F)n2ncc(C(=O)O)c2N1 (stereo not drawn)
2%	8	-16%	-81*	CCCOc1ccc([C@@H]2C3CN(C(=O)OCC)CC=C3C(C#N)=C(N)C2(C#N)C#N)cc1OC (stereo partly drawn)
1%	0	8%	-20	Cc1cccc(NC(=O)C2CCCN2C(=O)Oc2ccccc2)c1 (stereo not drawn)
-3%	10	-4%	16	COc1ccc(OC)c(NC(=S)NN2CCN(C)CC2)c1
1%	8	6%	-15	O=C(COc1ccccc1)Nc1cccc(-c2nnc(-c3ccccc3)o2)c1
3%[11.4 µM]	x	37%[activator][11.4 µM]	x	CN(Cc1ccccc1)Cn1ccnc1
-3%	-10	-5%	0	COc1ccc(-c2nnn(CC(=O)NCc3cccs3)n2)cc1OC
-1%	1	-5%	u	COCCNC(=O)c1ccc2ccccc2n1
-1%	-5	x	-26	COc1ccc2nc(SCc3ccccc3)nc(C)c2c1
-9%	-19	u	4	Cc1ccc(-c2nc3ccccc3o2)cc1NC(=S)NC(=O)c1cccs1
-4%	11	103%[activator]	u	Cc1cc(C)n(-c2nc(SCCN(C)C)c3c4c(sc3n2)COC(C)(C)C4)n1
0%	x	x	u	Cn1/c(=N/NC(=O)c2cccc(OC(F)F)c2)sc2ccccc21
0%	-9	1%	22	Cc1ccc(SCc2nc(-c3ccccc3)no2)cc1
0%	x	x	-2	CC(C)c1ccc(C(=O)NNC(=O)C2CC=CCC2C(=O)O)cc1 (stereo not drawn)
11%	6	25%	18	COc1ccc(Nc2cc(C(=O)NCCCN3CCOCC3)c3ccccc3n2)c(OC)c1
-3%	13	-4%	2	CCOc1ccc(C(=S)N2CCCC2)cc1
-2%	0	-2%	-1	CC1(C)Cc2c(c(N3CCOCC3)nc3snc(NC(=O)c4ccccc4)c23)CO1
3%	-5	4%	46	CCCN(C(=S)Nc1ccccc1)C1CCS(=O)(=O)C1 (stereo not drawn)
2%	-22	-2%	4	c1cc2nncn2nc1N1CCCC1
3%	3	-4%	u	O=C(O)c1cc(NCc2ccc(F)cc2)ccc1N1CCOCC1
-5%	x	x	48	Nc1ccc2c(c1)CC(=O)c1ccccc1S2
-1%	9	x	-29	O=C(Nc1ccccn1)C(F)(F)C(F)(F)C(F)(F)C(F)(F)C(=O)Nc1ccccn1
5%	6	-7%	-24	CC(Oc1ccccc1)c1ccnc2nc(/N=C/N(C)C)nn12 (stereo not drawn)
-8%	7	1%	5	Cc1cc2cc(CN(Cc3cccs3)Cc3nnnn3CC3CCCO3)c(=O)[nH]c2cc1C (stereo not drawn)
-1%	-1	-2%	-14	CCOC(=O)N1CCC(NS(=O)(=O)c2ccc3c(c2)C(C)(C)C(=O)N3C)CC1
0%	4	1%	u	CCC(CC)C(=O)Nc1c2cnn(-c3ccccc3)c2nc(=O)n1-c1ccccc1
-2%	0	1%	-13	Cc1nc(NCc2ccco2)c(C#N)c2c1COC(C)(C)C2
-9%	-2	x	-7	Cc1c(NC(=O)C(=O)/C=C(/O)c2ccccc2)c(=O)n(-c2ccccc2)n1C
-4%	x	x	u	O=C(Nc1ccccn1)c1onc2c1CCCC2
4%	2	3%	u	COC(=O)c1cc2ccccc2oc1=O
-3%	2	-6%	-17	COCCCNC(=O)c1ccccc1NS(=O)(=O)c1ccc(C)cc1
-14%	23	9%	29	COc1ccc(Nc2nc(N3CCCC3)c3ccccc3n2)cc1

Fetched by compound from the entries so far (7):
ALOX12 inhib	IMPase cell inh	15-hLO-2 inh	PNC inhibitor	structure
-8%	7	1%	5	Cc1cc2cc(CN(Cc3cccs3)Cc3nnnn3CC3CCCO3)c(=O)[nH]c2cc1C (stereo not drawn)
-5%	x	x	48	Nc1ccc2c(c1)CC(=O)c1ccccc1S2
-1%	-1	-2%	-14	CCOC(=O)N1CCC(NS(=O)(=O)c2ccc3c(c2)C(C)(C)C(=O)N3C)CC1
4%	2	3%	u	COC(=O)c1cc2ccccc2oc1=O
0%	4	1%	u	CCC(CC)C(=O)Nc1c2cnn(-c3ccccc3)c2nc(=O)n1-c1ccccc1
-9%	-2	x	-7	Cc1c(NC(=O)C(=O)/C=C(/O)c2ccccc2)c(=O)n(-c2ccccc2)n1C
-3%	2	-6%	-17	COCCCNC(=O)c1ccccc1NS(=O)(=O)c1ccc(C)cc1

Later entries
ALOX12 inhib	IMPase cell inh	15-hLO-2 inh	PNC inhibitor	structure
-2%	-1	-1%[2.29 µM]	u	CN(CC(=O)NCc1ccco1)S(=O)(=O)c1ccc2c(c1)n(C)c(=O)c(=O)n2C
-4%	15	-3%	6	CC[C@@H](C)[C@H](NS(=O)(=O)c1ccc(C)cc1)C(=O)N1CCC(C(=O)NCC(=O)O)CC1
-5%	-16	x	14	COc1ccccc1NC(=O)CSCc1nc2ccccc2[nH]1
4%	6	5%	-7	CCC(NC(=O)N(Cc1ccccc1)Cc1ccc2c(c1)OCO2)(C(F)(F)F)C(F)(F)F
-5%	-9	0%	u	COCCn1c(C)cc(C(=O)COC(=O)c2cc3c(s2)CCC3)c1C
-13%	u	x	-27	O=C(/C=C/c1ccco1)NC(=S)Nc1cc(-c2nc3ccccc3s2)ccc1Cl
1%	7[0.0738 µM]	x	-7	O=C(CN(CC1CCCO1)C(=O)CCC(=O)Nc1nccs1)NCc1ccccc1 (stereo not drawn)
4%	8	3%[2.29 µM]	u	CC1Cc2ccccc2N1C(=O)c1cnc2ccccn2c1=O (stereo not drawn)
u	6	x	u	CNC(=S)N/N=C(\C)c1ccc(C(C)(C)C)cc1
12%	4	1%	17	CCSc1cc(C)nc2ncnn12
3%	2	x	30	Cc1ccc(C(=O)NCCN2CCOCC2)cc1
-3%	-8	5%	u	CCCCC(=O)Nc1ccc(C(N)=O)cc1
-4%	-1	-2%	1	O=C(Nc1cccc(C(F)(F)F)c1)C1CCCN(S(=O)(=O)c2cnc[nH]2)C1 (stereo not drawn)
1%	10	0%	u	CC(=O)NS(=O)(=O)c1ccc(NC(=O)c2ccc(Br)o2)cc1
-4%	8	5%	20	Cc1cc(C)n(S(=O)(=O)c2ccc(Cl)c(Cl)c2Cl)n1
-12%	-1	-13%	u	C=CCn1c(SCc2c(C(=O)OC)sc(N)c2C(=O)OC)nnc1-c1ccc(Br)cc1
-1%	-2	0%	39	CC1CCCCN1C(=O)Cn1c(=O)oc2ccccc21 (stereo not drawn)
-25%	4	27%	-9	C/C(=C\C(=O)c1ccc(Cl)cc1)NCc1ccc2c(c1)OCO2
-3%	6	x	-6	COc1ccc(/C=N/NC(=O)c2ccc(=O)[nH]n2)cc1OC
-3%	-8	5%	17	CC(=O)c1cnc(Nc2nc(C)c3cccc(C)c3n2)nc1C
-5%	-6	6%	-21	CCOc1ccccc1NC(=O)c1ccc(S(=O)(=O)N(C)C)cc1
-7%	-4	-9%	-30	COc1cc(NC(=O)CN2CCN(Cc3ccc4c(c3)OCO4)CC2)cc(OC)c1
1%	x	x	-5	COc1nc(N/N=C/c2ccc(-c3ccccc3[N+](=O)[O-])o2)nc(N2CCOCC2)n1
-3%	10	x	u	Cc1cc(C)cc(-n2c(C)cc(/C=N\NC(=O)COc3cccc4cccnc34)c2C)c1
-29%	-8	-17%	u	CCCCc1ccc(NC(=O)CSC2=C(C#N)C(c3ccco3)C3=C(CCCC3=O)N2)cc1 (stereo not drawn)
-22%	6	-20%	28	C=CCn1c(N)c(C(=O)Nc2cccc(C)c2)c2nc3ccccc3nc21
1%[11.4 µM]	x	-2%[11.4 µM]	x	Nc1cccc(OCc2nc(N)nc(N)c2-c2ccc(Cl)cc2)c1
2%	x	1%	x	CS(=O)(=O)N1CCC2(CCN(c3ccncc3)CC2)CC1
-6%	-2	-9%	u	COc1cc(C)c(C#N)c(OC)n1
-2%	6	x	-1	COc1cc(OC)cc(C(=O)NCCC(=O)NCCc2ccc(OC)c(OC)c2)c1
-3%	4	-6%	20	CC12/C(=N/O)C3C4CC5C3/C(=N/O)C1C5C42 (stereo not drawn)
25%	0	6%	22	CCCc1nnc(NC(=O)Cn2c(=O)oc3ccccc32)s1
6%	13	0%	-12	CN(C)NC1CCS(=O)(=O)C1 (stereo not drawn)
1%	x	x	-8	Cc1ccc(C)c(NC(=O)C2=CCN(S(=O)(=O)c3ccc(F)cc3)CC2)c1
-2%	x	x	7	O=C(Nc1ccc2oc(-c3ccccc3)nc2c1)C1CCCO1 (stereo not drawn)
-1%	x	1%	x	O=C(c1ccco1)N1CCC2(CC1)CN(c1ccccn1)C2
2%	6	-5%	21	CCOC(=O)N1CCN(C(=O)COc2ccc(Cl)cc2C)CC1
-6%	2	1%	32	CCn1c(Cc2cccs2)nnc1SCC(=O)c1ccc(C)cc1
1%	u	x	23	CCN(Cc1ccccc1)C(=O)CSc1nc(C)cc(C)c1C#N
-4%	x	0%	x	COCCNC(=O)[C@@]1(C)C=C[C@@H](Cc2ccccc2)N1C(=O)c1ccccc1
-1%	x	x	56	CN1CCN(CC(=O)Nc2cc(N3CCOCC3)ccc2[N+](=O)[O-])CC1
0%	11	-7%	2	O=C(OCc1nnc(-c2ccccc2)o1)c1ccc2ccccc2n1
4%	-7	1%	u	Cc1cccc(NC(=O)c2cc(NC(=O)C3CC=CCC3C(=O)O)ccc2N2CCOCC2)c1 (stereo not drawn)
-5%	5	5%	-11	Cc1nc2ncnn2c(N2CCCC(C(=O)Nc3ccc4c(c3)CCC4)C2)c1C (stereo not drawn)
-1%	6	x	u	O=C(Cn1cnc2c(nnn2Cc2ccccc2F)c1=O)NCC1CCCO1 (stereo not drawn)
u	-2	x	-26	Cc1cc(NC(=S)NC(=O)C2CC2)ccc1Br
4%	2	x	u	CCc1ccc(C(=O)CN2C(=O)NC(C)(CCc3ccccc3)C2=O)cc1 (stereo not drawn)
0%	4	8%	18	Cc1nn(CCOc2ccccc2)c(=O)n1-c1ccc(F)cc1
0%[11.4 µM]	x	-20%[11.4 µM]	x	O=[N+]([O-])c1ccccc1N=Nc1c(O)[nH]c2ccc(S(=O)(=O)O)cc12
4%	x	x	-20	O=C(NNC1CC(=O)N(c2ccccc2)C1=O)c1ccc(COc2ccccc2Cl)o1 (stereo not drawn)
1%	0	-3%	19	Cc1noc(C)c1CSc1nnc(-c2ccccc2)n1Cc1ccco1
-8%	15	-3%	u	COc1cc(C(=O)Nc2ccc3c(c2)OCO3)ccc1-n1cnnn1
-6%	6	-5%	-1	CCOC(=O)c1c(NC(=O)CSc2nncs2)sc(C)c1C
1%	4	8%	u	Cc1cc(Br)ccc1OCc1nc(-c2cccnc2)no1
-4%	11	-19%	1	Cc1ccccc1NC1=C(C(=O)c2ccccc2)N(C)S(=O)(=O)c2ccccc21
-3%	-4	-5%	u	CCCCN(C)C(=O)CCCCn1c(=O)[nH]c2cc(OCC)c(OCC)cc2c1=O
-1%	x	x	14	CCOC(=O)c1sc(-c2ccccc2)cc1NC(=O)c1ccc(S(=O)(=O)N(CCOC)CCOC)cc1
-4%	x	x	31	CCCCCC(=O)Nc1ccc(S(=O)(=O)Nc2ccc(Cl)nn2)cc1
-3%	3[1.84 µM]	-4%[11.4 µM]	u	Clc1ccc(-c2cc3ccccc3nc2N2CCCC2)cc1
4%[11.4 µM]	x	1%[11.4 µM]	x	Cc1nc(N)nc2ccccc12
